# ARNT TACC3 PPI – disruptors of human ARNT/TACC3 interaction; Q9Y6A5; AlphaScreen His-ARNT PAS-B/GST-TACC3 binding, luminescence; TACC3 fragment carries E629A point mutation; inhibition, % at 9.99 µM; 390,000 tested, 0.66% active;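 active means mean inhibition of replicates at least 50% and at least half of replicates each reaching 50%; inconclusive means half or more replicates reach 50% but mean below 50%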;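 further: 0% = complete ARNT plus TACC3 wells and 100% = ARNT alone without TACC3; many hits fall short of the cut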
# LGR2 antag – inhibitors of bursicon-induced Drosophila LGR2 receptor cAMP signaling | inhibition, % at 9.99 µM | 380,000 tested, 0.35% active | HEK293 LGR2, CRE-luciferase, bursicon-stimulated, 4 h;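 active means drop in luminescence signal, shown as inhibition above about 50% in the replicate tests, limit read from the data, passing the limit was not always enough; inconclusive means probably only some replicates passing the limit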;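 further: agonist challenge used bursicon conditioned medium at about half maximal strength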
# DENV2 CPE – inhibitors of DENV2 cytopathic effect; DENV2-infected cells, cytopathic effect rescue, plate reader; CPE inhibition, % at 9.99 µM; 350,000 tested, 1.7% active; AID 651640; in the data active means CPE inhibition above about 20%, passing the limit was not always enough; inconclusive means no clear call, values can overlap the other calls; tested in BHK-21 cells;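 further: 0% = median of neutral control wells and 100% = median of positive control wells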
# Casp6 inh – inhibitors of human caspase-6; purified caspase-6, Z-VEID-R110 cleavage fluorescence; 350,000 tested, 0.53% active; P55212; AID 686996; inhibition, % at 12.5 µM;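 active means mean inhibition across replicates at least about 35%, with every replicate also reaching that limit, limit read from the data; inconclusive means only one of the two criteria met; inactive means neither criterion met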;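 further: 0% = median of neutral control wells and 100% = no fluorescence left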
# Target sequence (P55212 24-179 limits assumed): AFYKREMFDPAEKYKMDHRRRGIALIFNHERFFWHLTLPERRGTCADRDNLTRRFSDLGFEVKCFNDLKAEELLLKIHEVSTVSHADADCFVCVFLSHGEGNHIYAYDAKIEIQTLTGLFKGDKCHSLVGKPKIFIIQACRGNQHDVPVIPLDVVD
# Target sequence (P55212 194-293 limits assumed): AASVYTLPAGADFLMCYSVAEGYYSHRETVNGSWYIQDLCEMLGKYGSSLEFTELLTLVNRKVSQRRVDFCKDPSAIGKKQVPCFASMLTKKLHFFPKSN
# EWS-Fli block – EWS/Fli transcriptional activity inhibition. A673 NR0B1-luciferase reporter, viability-normalised. 350,000 tested, 0.67% active. inhibition, % at 12.6 µM;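 active means mean inhibition of at least 50% after viability correction, with every replicate also passing that limit; inconclusive means mean reaches 50% but only one of two replicates passes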;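 further: firefly luciferase signal divided by Alamar Blue viability fluorescence both relative to DMSO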
# SIRT5 inh – inhibitors of human sirtuin-5 desuccinylase. inhibition, % at 15 µM. 330,000 tested, 1.1% active. Purified SirT5, succinyl-peptide AMC, trypsin-coupled fluorescence; in the data active means inhibition above about 15%; inconclusive means no clear call, values can overlap the other calls
# Target sequence (Q9NXA8 whole entry, looked up): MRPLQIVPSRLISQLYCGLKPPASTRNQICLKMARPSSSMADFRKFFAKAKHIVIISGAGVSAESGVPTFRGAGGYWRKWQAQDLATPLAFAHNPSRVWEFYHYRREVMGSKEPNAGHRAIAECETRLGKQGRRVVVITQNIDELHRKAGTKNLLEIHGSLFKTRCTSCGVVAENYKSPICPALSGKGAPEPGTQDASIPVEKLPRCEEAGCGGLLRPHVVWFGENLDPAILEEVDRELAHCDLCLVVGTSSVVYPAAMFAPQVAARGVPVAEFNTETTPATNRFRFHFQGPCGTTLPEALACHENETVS
# PAX8 reporter – inhibitors of PAX8 transcriptional activity in RMG-I cells; RMG-I TPO-luciferase reporter, SteadyGlo, 24 h; inhibition, % at 12.6 µM; 360,000 tested, 1.2% active; AID 652154;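 active means mean replicate inhibition at least 60% with every replicate also reaching 60%; inconclusive means only one of the two criteria is met; inactive means mean below 60% and not all replicates reaching 60%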;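 further: luciferase light reporting Pax8 driven TPO promoter activity; plate controls were median of neutral control wells for no effect and mitoxantrone controls for full effect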
# * = called active by the depositor; ? = inconclusive; / = no result given; & = joins results of further samples.
nr	mol	ARNT TACC3 PPI	LGR2 antag	DENV2 CPE	Casp6 inh	EWS-Fli block	SIRT5 inh	PAX8 reporter
1	NS(=O)(=O)c1cccc(NC(=O)COC(=O)c2cc([N+](=O)[O-])ccc2N2CCCC2)c1	0.8	-13.6	14.5	1.8	5.4	-4.8	/
2	CCCNC(=O)N1CC2(C1)[C@H](c1ccccc1)[C@@H](CO)N2C(=O)C1CC1	/	16.1	16.7	-1.7	-2.0	-0.3	-7.9
3	COCCCN1C(=O)C(CC(=O)NCC2CCCCC2)CC(C(=O)N(C(C)C)C(C)C)=C1C (stereo not given)	/	-26.4	8.8	-3.0	-19.5	-5.9	-17.3
4	O=C(CCn1c(=S)[nH]c2ccccc2c1=O)NCCc1ccccc1	-4.5	0.0	/	0.7	0.0	-1.0	18.5
5	C[C@@H]1CN([C@@H](C)CO)C(=O)c2cc(NC(=O)Cn3cnnn3)ccc2O[C@H]1CN(C)Cc1ccc(-c2ccccc2)cc1	0.6	1.1	-8.7	-0.1	4.5	10.5	6.1
6	CN(C)CC(=O)Nc1ccc2c(c1)[C@H]1C[C@H](CC(=O)N3CCc4ccccc4C3)O[C@H](CO)[C@H]1O2	-1.7	5.8	15.3	0.8	2.8	-0.7	4.7
7	O=C(CCN1CCCCC1=O)NC1CCCN(Cc2ccc(Cl)cc2)C1 (stereo not given)	2.5	-5.8	-3.2	-1.6	3.8	-4.4	7.7
8	CC(NC(=O)COC(=O)c1ccc(N2CCCC2=O)cc1)c1ccc(F)cc1 (stereo not given)	-1.6	-3.6	-7.9	0.2	-0.3	1.1	-5.4
9	CO[C@@H]1CN(C)C(=O)c2cc(NC(=O)NC3CCCCC3)ccc2OC[C@H](C)N(CCc2ccccc2)C[C@@H]1C	1.3	8.9	-1.9	0.4	4.1	4.2	/
10	CC(C)N(CCCNC(=O)Cn1c(=O)c2cccn2c2ccccc21)Cc1ccccc1	-16.1	8.1	-2.5	-1.1	/	-3.7	-11.5
11	COc1cc(/C=C2\SC(=S)N(NC(=O)c3ccncc3)C2=O)ccc1O	16.1	1.2	4.1	3.8	16.3	-0.4	0.8
12	COc1ccc(NC(=O)C2(C)CCN2Cc2csc3ccccc23)cc1OC (stereo not given)	/	-2.3	-0.1	-0.9	9.9	/	16.0
13	CC(=O)c1c(C)[nH]c(C(=O)OCC(=O)Nc2cc(S(=O)(=O)N3CCCCC3)ccc2C)c1C	-3.6	7.1	/	/	1.8	/	7.7
14	CCC(=O)N(C)C[C@H]1Oc2cc(C#CC3CCCCC3)ccc2S(=O)(=O)N([C@@H](C)CO)C[C@@H]1C	4.9	7.6	/	3.2	4.2	9.2	23.4
15	O=C(CCN=C1NS(=O)(=O)c2ccccc21)OCC(=O)c1ccc(F)cc1	2.0	-13.4	9.3	0.1	5.3	4.7	-1.2
16	O=C1c2ccccc2S(=O)N1c1cccc(F)c1 (stereo not given)	/	-21.6	3.3	5.4	-4.6	-3.4	0.5
17	O=C(NCCc1ccccn1)c1cccnc1Oc1ccc(Cl)cc1	-5.1	-4.5	-2.8	0.0	-8.4	-1.4	11.9
18	C[C@H](CO)N1C[C@H](C)[C@H](CN(C)Cc2ccc3c(c2)OCO3)Oc2c(NS(=O)(=O)c3ccc(F)cc3)cccc2C1=O	-6.1	-9.6	9.1	1.3	-1.8	7.4	-10.6
19	Cc1noc(C)c1S(=O)(=O)N(C)C[C@H]1Oc2ccc(NS(=O)(=O)c3cccs3)cc2CC(=O)N([C@H](C)CO)C[C@H]1C	6.0	-30.1	2.4	/	-5.6	4.5	-23.6
20	COc1ccccc1N(C)S(=O)(=O)c1ccc(C(=O)N(C)Cc2cccc(OC)c2OC)cc1	/	35.1	-15.2	2.2	11.2	3.4	18.9
21	FC(F)(F)c1ccccc1NC(=S)N1CCc2ccccc2C1	-11.1	12.9	4.4	-6.8	-5.4	-16.6	11.6
22	CCCCN(C=O)c1c(CC)nc2c(OCc3ccc(Cl)cc3)cccn12	/	31.0	6.1	3.6	6.4	2.5	6.4
23	Cc1cc(=O)oc2c(CN3CC(C)OC(C)C3)c(O)c(Cl)cc12 (stereo not given)	-1.8	3.6	/	29.3	1.1	-97.7	-4.2
24	Cc1ccc(C)c(-c2csc(Nc3ncccn3)n2)c1	-4.6	-17.2	-0.3	-3.4	-20.3	-6.5	-0.7
25	O=C(NCc1ccccc1CN1CCCC1)c1ccc(S(=O)(=O)Nc2ccccc2F)cc1	/	3.9	-0.1	0.1	2.3	/	4.5
26	CCC(=O)Nc1ccc(C(=O)COC(=O)Cc2ccsc2)cc1	/	7.2	-3.6	27.6	-19.9	-11.7	1.3
27	Cc1cc(SC(C)C(=O)Nc2ncc(Cl)cc2Cl)nc2ccccc12 (stereo not given)	15.0	/	-2.4	3.5	-16.7	2.2	16.5
28	CCc1ccc(NC(=O)CS(=O)CC(=O)NCCCc2ccccc2)cc1 (stereo not given)	-5.3	0.9	-4.0	-1.0	3.5	10.1	/
29	CC(=O)c1cccc(NC(=O)NN2CCN(C)CC2)c1	-2.6	-14.0	-4.3	-1.5	0.9	-0.1	-9.5
30	COCCSc1nc2c(c(=O)[nH]c(=O)n2C)n1Cc1cccc(C)c1	-7.3	-22.5	1.7	10.8	6.6	0.5	8.7
31	C[C@H]1CN([C@@H](C)CO)C(=O)Cc2cc(NC(=O)CCC(F)(F)F)ccc2O[C@H]1CN(C)Cc1ccc(Cl)c(Cl)c1	-2.0	-3.0	4.8	-2.3	-3.6	0.3	/
32	Cc1cccn2c(=O)nc(SCC(=O)N3CCC(Cc4ccccc4)CC3)nc12	-1.4	10.2	-4.4	2.9	2.4	-1.8	-4.5
33	O=C(N[C@H]1C=C[C@@H](CC(=O)N2CCOCC2)O[C@@H]1CO)c1cccc(F)c1	1.2	-12.7	0.6	-0.3	-8.7	-1.6	-4.9
34	CCOC(=O)C1CCCN(CCC(=O)Nc2cc(OC)ccc2OC)C1 (stereo not given)	-1.3	5.6	-1.8	-2.9	3.5	1.8	-3.0
35	Cc1noc(C)c1S(=O)(=O)N(C)C[C@H]1OCCCC[C@H](C)Oc2ccc(NC(=O)Cc3ccccc3)cc2C(=O)N([C@H](C)CO)C[C@@H]1C	0.7	-4.7	-10.0	-2.8	11.9	1.3	-5.6
36	CC(=O)Nc1cccc(NC(=O)Nc2ccc(F)cc2F)c1	1.9	-13.7	-2.8	-1.5	4.7	-2.6	-18.0
37	CN(Cc1ccc(OCC(O)CN2CCCCC2)cc1)Cc1ccnc2ccccc12 (stereo not given)	-58.3	-1.7	1.0	-14.3	12.9	0.6	9.7
38	CC(C)Cc1ccc(C(=O)NCc2ccc3c(c2)OCO3)o1	0.3	-14.0	18.5	2.6	-3.7	0.5	11.3
39	CN1C(=O)c2ccc(C(=O)NCc3ccco3)cc2C1=O	1.5	6.1	2.3	-1.3	2.1	-1.7	-6.8
40	Cc1[nH]ncc1N=Cc1ccc([N+](=O)[O-])cc1	/	29.2	-1.2	-0.8	9.1	-2.2	17.8
41	Cn1ncc(Cl)c1C(=O)N1CCN(S(=O)(=O)c2cccs2)CC1	-6.3	2.8	?	2.2	0.5	4.2	-20.7
42	COc1ccc(S(=O)(=O)N(C)C[C@H]2Oc3ccc(NS(C)(=O)=O)cc3C(=O)N([C@@H](C)CO)C[C@H]2C)cc1	-1.6	-2.0	8.2	-2.3	-1.5	2.5	/
43	C#CCN1C(=O)C(O)(CC(=O)/C=C/c2ccco2)c2ccccc21 (stereo not given)	/	10.8	3.6	17.0	39.0	-3.0	11.7
44	COc1ccc(N2C(=O)[C@@H]3[C@H](C2=O)[C@H](C(C)=O)N2c4ccccc4C=C[C@@H]32)cc1	1.1	/	-1.1	-3.9	6.9	-0.6	14.9
45	CO[C@@H]1CN(C)C(=O)c2cc(NC(=O)c3cccc(F)c3)ccc2OC[C@@H](C)N(C)C[C@@H]1C	-2.4	4.3	-4.6	0.6	6.0	-4.0	/
46	CC(=O)Nc1cc2c(cc1NC(=O)Cn1nnc(-c3ccc(C)o3)n1)OCCO2	2.5	-17.7	4.5	1.2	1.9	-4.1	-7.0
47	COc1cccc(C(C(=O)NCc2ccccc2)N(C(=O)c2csnn2)C2CC2)c1 (stereo not given)	1.4	0.3	-2.4	5.8	-0.4	-2.9	-96.4
48	CO[C@@H]1CN(C)C(=O)c2ccc(NC(=O)C3CCOCC3)cc2OC[C@H](C)N(CC2CC2)C[C@H]1C	/	-2.9	4.4	-5.9	-4.7	2.7	-2.8
49	CC(C)NC(=O)Nc1cccc2c1O[C@H](CN(C)S(=O)(=O)c1cn(C)cn1)[C@H](C)CN([C@@H](C)CO)C2=O	-6.7	-0.2	2.9	3.6	-7.9	-8.9	/
50	Cn1cc(-c2ccc(C(=O)NCc3cccc(Cl)c3)c3occc23)cn1	/	-32.9	-7.5	24.8	-27.6	/	-11.6
51	NS(=O)(=O)c1ccc(NC(=O)CSc2cn[nH]n2)cc1	-41.8	1.1	-3.1	-2.1	8.9	1.8	4.0
52	CCc1ccc(NC(=O)C2CCCN(S(=O)(=O)c3ccc4c(c3)CC(C)N4C(C)=O)C2)cc1 (stereo not given)	-1.4	12.8	-2.9	2.8	13.3	/	24.2
53	O=C(C[C@@H]1C=C[C@H](NC(=O)CC2CC2)[C@H](CO)O1)NCc1ccccc1	/	-1.5	8.7	-0.2	0.4	1.1	/
54	COc1cc(OC)c(NC(=O)c2cc(S(=O)(=O)N3CCOCC3)cn2C)cc1Cl	-6.8	-2.3	7.4	-3.1	-4.4	-5.3	11.9
55	Cc1ccc(N(CCC#N)C(=O)COC(=O)c2cc(C)oc2C)cc1	1.9	0.4	-1.6	3.2	-6.0	2.0	3.2
56	COc1ccc(NC(=O)N(C)C[C@H]2Oc3ccc(NC(=O)Nc4c(C)noc4C)cc3C(=O)N([C@H](C)CO)C[C@@H]2C)cc1	-1.9	14.7&-11.2	-3.3&1.9	1.0&-0.3	-3.5&-1.0	4.1&-3.7	-12.9&-13.0
57	CCOc1ccc(Br)cc1S(=O)(=O)N1CCC(C(N)=O)CC1	-2.0	1.3	1.1	-0.8	-5.7	-2.9	-10.9
58	CC(=O)c1ccc(CCCCc2ccc(C(C)=O)cc2)cc1	-2.2	/	-7.2	2.8	-2.2	/	-0.5
59	O=C(NCC(=O)N1CCOCC1)c1ccc(Cl)cc1	-5.9	1.2	8.3	-1.6	/	-1.8	-50.6
60	Cc1ccc(S(=O)(=O)N2CCC(c3nc4c(nnn4Cc4ccccc4)c(=O)[nH]3)CC2)cc1	/	1.8	4.9	6.6	5.4	6.7	6.0

# Following part.
nr	mol	ARNT TACC3 PPI	LGR2 antag	DENV2 CPE	Casp6 inh	EWS-Fli block	SIRT5 inh	PAX8 reporter
61	O=C(Nc1ccc2c(c1)[C@@H]1C[C@H](CC(=O)N3CCc4ccccc4C3)O[C@@H](CO)[C@@H]1O2)c1ccc2c(c1)OCO2	51.2*	17.7	2.0	1.8	-22.6	4.2	19.6
62	O=C(CN1CC[n+]2c(-c3cccs3)csc21)c1ccc(Br)cc1	0.3&6.8	5.1	4.2	10.2	3.2	1.3	1.6
63	COCCNC(=O)C1(C)CCCN(Cc2cc(-c3ccccc3)n(C)n2)C1 (stereo not given)	/	2.9	-2.3	-2.0	-5.5	-3.0	1.0
64	COC(=O)c1c(C)cc(O)cc1O	-22.2	/	3.1	4.9	-2.9	-1.5	/
65	NS(=O)(=O)c1cc2c(cc1Cl)NC(Cc1ccccc1)NS2(=O)=O (stereo not given)	-4.8	-3.1	14.1	2.5	0.5	-5.0	-14.6
66	Cc1ccc(NC(=O)COCC(=O)Nc2ccc(C)cc2)cc1	-1.4	-7.0	6.2	-3.1	5.9	0.0	19.7

# Quoted at random: 2 compounds from above.
nr	mol	ARNT TACC3 PPI	LGR2 antag	DENV2 CPE	Casp6 inh	EWS-Fli block	SIRT5 inh	PAX8 reporter
62	O=C(CN1CC[n+]2c(-c3cccs3)csc21)c1ccc(Br)cc1	0.3&6.8	5.1	4.2	10.2	3.2	1.3	1.6
61	O=C(Nc1ccc2c(c1)[C@@H]1C[C@H](CC(=O)N3CCc4ccccc4C3)O[C@@H](CO)[C@@H]1O2)c1ccc2c(c1)OCO2	51.2*	17.7	2.0	1.8	-22.6	4.2	19.6

# Screening results: PubChem BioAssay, Broad Institute
